High-throughput results from PubChem BioAssay.
RBX1-CUL1 inh = inhibitors of human ROC1-CUL1 ubiquitin ligase activity; in vitro K48 di-Ub FRET, acceptor:donor ratio, 45 min; actives 0.6% (n = 140,000); inhibition, % at 10 µM; P62877+Q13616; in the data active = inhibition above about 25%
Target sequence (P62877 whole entry, looked up): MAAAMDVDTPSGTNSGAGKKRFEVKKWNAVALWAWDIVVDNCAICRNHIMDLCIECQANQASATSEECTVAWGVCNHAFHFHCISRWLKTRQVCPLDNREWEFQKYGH
Target sequence (Q13616 whole entry, looked up): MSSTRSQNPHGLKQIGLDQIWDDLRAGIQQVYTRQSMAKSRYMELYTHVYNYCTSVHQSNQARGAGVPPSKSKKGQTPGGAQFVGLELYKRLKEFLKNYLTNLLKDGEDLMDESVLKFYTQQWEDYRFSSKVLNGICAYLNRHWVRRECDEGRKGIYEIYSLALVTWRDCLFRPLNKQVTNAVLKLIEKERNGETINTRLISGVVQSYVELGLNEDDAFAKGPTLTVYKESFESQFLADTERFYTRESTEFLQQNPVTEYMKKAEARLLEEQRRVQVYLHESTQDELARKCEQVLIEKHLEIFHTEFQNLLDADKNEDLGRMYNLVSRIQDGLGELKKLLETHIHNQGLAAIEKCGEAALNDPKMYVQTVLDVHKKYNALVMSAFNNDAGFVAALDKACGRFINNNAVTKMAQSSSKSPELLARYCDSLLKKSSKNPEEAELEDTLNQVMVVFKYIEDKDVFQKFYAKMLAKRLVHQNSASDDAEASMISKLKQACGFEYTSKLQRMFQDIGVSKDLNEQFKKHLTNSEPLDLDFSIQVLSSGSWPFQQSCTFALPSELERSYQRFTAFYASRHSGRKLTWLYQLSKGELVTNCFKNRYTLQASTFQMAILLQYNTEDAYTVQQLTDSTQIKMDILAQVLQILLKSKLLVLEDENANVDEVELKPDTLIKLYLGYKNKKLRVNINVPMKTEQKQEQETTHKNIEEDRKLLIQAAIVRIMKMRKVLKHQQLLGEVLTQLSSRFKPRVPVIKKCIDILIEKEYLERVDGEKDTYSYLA
* = called active by the depositor. Some of the compounds tested; the hit share may differ from the screen's.

The first 17 records as a preview:
SMILES	RBX1-CUL1 inh
CN(NC(=O)COc1ccccc1)c1ccccc1	1
Cc1cc(=O)[nH]c2nnc(SCc3c(F)cccc3Cl)n12	6
Cn1nc(C(=O)Nc2cccc(Br)c2)cc1C(=O)O	-2
N#CC1C(=O)N=CC(C=Nc2ccccc2)C1=Nc1ccccc1 (stereo not given)	2
O=C(NCc1ccccn1)c1cccs1	-4
COc1ccc(CNC(=O)C(C)n2nc(C)c3c(C)n(-c4ccccc4)nc3c2=O)c(OC)c1 (stereo not given)	-4
CC(C)(C)c1cc(C(F)(F)F)nc(SCCCNC(=O)CCc2ccccc2)n1	-19
CCOc1ccc(-n2ccnc2SCC(=O)Nc2ccc(OC)cc2OC)cc1	6
COC(=O)Cc1c(C)nc2c(-c3ccc(OC)cc3)c(C)[nH]n2c1=O	-9
Cc1ccc(N2C(=O)C(=O)C(C(=O)c3ccc(Cl)cc3)C2c2ccc(F)cc2)cc1Cl (stereo not given)	-4
CCc1ccc(Oc2c(C(F)(F)F)oc3c(CN4CCN(CC)CC4)c(O)ccc3c2=O)cc1	7
CC(=O)Nc1ccc(NCc2cc(Cl)ccc2OCc2ccccc2Cl)cc1	-5
CC(=O)Oc1cc2c(C(C)=O)coc2c2ccccc12	-5
Nc1c(C2=NCCCN2)sc2nc(-c3cccs3)cc(C(F)(F)F)c12	-1
Cc1ccccc1N1CCN(C(=O)c2ccc(Br)cc2)CC1	9
Cc1cc(C)c(OCC(=O)N/N=C/c2cc3c(cc2[N+](=O)[O-])OCO3)c(Br)c1	4
CCc1cccc(C)c1-n1c(C)cc(/C=C2\C(=O)NC(=S)N(c3ccccc3F)C2=O)c1C	-8

Results, from the start:
SMILES	RBX1-CUL1 inh
CN(NC(=O)COc1ccccc1)c1ccccc1	1
Cc1cc(=O)[nH]c2nnc(SCc3c(F)cccc3Cl)n12	6
Cn1nc(C(=O)Nc2cccc(Br)c2)cc1C(=O)O	-2
N#CC1C(=O)N=CC(C=Nc2ccccc2)C1=Nc1ccccc1 (stereo not given)	2
O=C(NCc1ccccn1)c1cccs1	-4
COc1ccc(CNC(=O)C(C)n2nc(C)c3c(C)n(-c4ccccc4)nc3c2=O)c(OC)c1 (stereo not given)	-4
CC(C)(C)c1cc(C(F)(F)F)nc(SCCCNC(=O)CCc2ccccc2)n1	-19
CCOc1ccc(-n2ccnc2SCC(=O)Nc2ccc(OC)cc2OC)cc1	6
COC(=O)Cc1c(C)nc2c(-c3ccc(OC)cc3)c(C)[nH]n2c1=O	-9
Cc1ccc(N2C(=O)C(=O)C(C(=O)c3ccc(Cl)cc3)C2c2ccc(F)cc2)cc1Cl (stereo not given)	-4
CCc1ccc(Oc2c(C(F)(F)F)oc3c(CN4CCN(CC)CC4)c(O)ccc3c2=O)cc1	7
CC(=O)Nc1ccc(NCc2cc(Cl)ccc2OCc2ccccc2Cl)cc1	-5
CC(=O)Oc1cc2c(C(C)=O)coc2c2ccccc12	-5
Nc1c(C2=NCCCN2)sc2nc(-c3cccs3)cc(C(F)(F)F)c12	-1
Cc1ccccc1N1CCN(C(=O)c2ccc(Br)cc2)CC1	9
Cc1cc(C)c(OCC(=O)N/N=C/c2cc3c(cc2[N+](=O)[O-])OCO3)c(Br)c1	4
CCc1cccc(C)c1-n1c(C)cc(/C=C2\C(=O)NC(=S)N(c3ccccc3F)C2=O)c1C	-8
CCC(CC)C(=O)N(Cc1cc2cc3c(cc2nc1N1CCOCC1)CCC3)CC1CCCO1 (stereo not given)	7
O=C(NC1CCCC1)c1cc(Cl)c(Cl)c(S(=O)(=O)N2CCOCC2)c1	5
CCC(C)C(=O)N1CCc2c(cnc(C)c2CNS(=O)(=O)c2cccs2)C1 (stereo not given)	10
COC(=O)[C@H](Cc1ccccc1)NC(=O)CCC1(Cc2ccc(OC)c3ccccc23)CCC(=O)N1 (stereo not given in full)	0
O=C(Nc1ccccc1C(F)(F)F)C1CCN(S(=O)(=O)c2ccccc2)CC1	0
C=CCSc1nnc2c(n1)OC(c1sccc1C)Nc1ccccc1-2 (stereo not given)	5
CCOC(=O)CN1C(=O)S/C(=C/c2cc(Cl)c(OCc3ccccc3C#N)c(Br)c2)C1=O	-8
CCCCC1(C)NC(=O)c2c(C)sc(C(=O)OCC)c2N1 (stereo not given)	-11
O=C(COc1ccccc1)OCc1cc(=O)n2nc(-c3cccs3)sc2n1	-5
COc1ccc2c(c1)C(=O)Cc1ccccc1O2	67*
CN(CCc1ccccn1)C(=O)CCC1CCCN(C(=O)Cc2cccs2)C1 (stereo not given)	3
COCCOc1ccc(C(=O)Nc2ccc(OC)cc2)cc1	-7
CCc1nnc(NC(=O)CSc2nc3sc4c(c3c(=O)n2-c2ccc(C)cc2)CCCC4)s1	-4
NCC(O)(c1ccccc1)c1ccccc1	1
O=C([C@@H]1C[C@H]1c1ccccc1)N1Cc2ccccc2OC(c2ccccc2)C1 (stereo not given in full)	9
CCn1c(C)c(C)c2cc(C(=O)NCc3ccc(F)cc3)ccc21	3
O=C(Cc1cn2ccsc2n1)NC1CCCN(Cc2ccccc2F)C1 (stereo not given)	8
Cc1ccc(C)c(NS(=O)(=O)c2ccc3c4c(cccc24)C(=O)N3)c1	4
COc1ccc(NC(=O)CSc2nnc(-c3cccc(NC(=O)c4ccccc4C)c3)n2C)cc1	-2
Cc1oc2ccc(O)c(CN3CCCCCC3)c2c1C(=O)Nc1cccc(C(F)(F)F)c1	3
CC(C)CNC(=O)Cc1ccc(Br)cc1	-5
COc1ccc(NC(=O)C(Cc2ccccc2)NS(=O)(=O)c2ccc3c(c2)CCC(=O)N3)c(OC)c1 (stereo not given)	0
O=[N+]([O-])c1ccccc1N/N=C/c1c(O)ccc2ccccc12	-2
O=C1C(C=NCCC(c2ccccc2)c2ccccc2)C(c2ccccc2)=NN1c1nc2ccccc2s1 (stereo not given)	-2
COCC(=O)Oc1c(Sc2ccc(C)cc2)c(C)nn1C(C)(C)C	59*
CCOC(=O)c1nn(-c2ccc(Br)cc2)cc1C(=O)c1cccc2ccccc12	-3
C/C(=N\O)c1sc2nc3ccccc3n2c1C	26*
COc1ccc(NC(=O)CSc2nc(-c3ccco3)cc(C(F)(F)F)n2)cc1	0
Cn1c(SCC(=O)N2CCCc3ccccc32)ncc(C(=O)Nc2ccccc2)c1=O	-5
CCOc1ccc(C(C)NC(=O)c2cc(C)on2)cc1 (stereo not given)	0
Cc1nc(N2CCC(C(=O)N(C)Cc3ccsc3)CC2)nc2ccccc12	11
CCc1cccc(CC)c1NC(=O)CN(C)C1CCCCC1	10
COc1ccc(-c2nsc(NC(=O)c3ccccc3Br)n2)cc1	8
Cc1nc2ccccc2n1S(=O)(=O)c1cc(Cl)ccc1Cl	2
COC(=O)C1C(C)=NC(=O)NC1c1cc(Br)c(Br)o1 (stereo not given)	7
Cc1ccc(N2CCCn3c2nc2c3c(=O)[nH]c(=O)n2C)c(C)c1	-10
O=C(c1ccc(C(F)(F)F)cc1)C1CCCN(C(=O)CCn2cncn2)C1 (stereo not given)	10
COc1ccc(C(=O)N2C[C@H](O)[C@@H](N(C)Cc3cnccn3)C2)cc1	4
Cc1nnc(N2CCN(c3cccc(Cl)c3)CC2)c2c1nnn2Cc1ccc(F)cc1	-5
CCc1nnc(NS(=O)(=O)c2ccc(I)cc2)s1	4
Cc1ccc(OCC(=O)OC2=C(C(=O)c3ccccc3)N(C)S(=O)(=O)c3ccccc32)cc1	11
O=C(O)c1ccccc1C(=O)Nc1ccc(N2CCN(c3cccc(Cl)c3Cl)CC2)cc1	9
COc1ccc([N+](=O)[O-])cc1C(=O)N1CCN(Cc2ccccc2)CC1	4

Additional structures follow:
SMILES	RBX1-CUL1 inh
O=C(NCc1cccnc1)NC1(C(F)(F)F)Oc2ccc(Cl)cc2O1 (stereo not given)	1
Cc1ccc(C)c(Nc2cc(C(=O)NC3CCCC3)c3ccccc3n2)c1	-4
Cc1ncc(CN2CCCC2C(=O)Nc2ccc(-n3ccnc3C)cc2)[nH]1 (stereo not given)	-1
c1cncc(CN2CCC(C3CCN(C4CCCCC4)C3)CC2)c1 (stereo not given)	11
Cc1ccc(-n2c(/C=C/c3c(C)n(C)c4ccccc34)nc3ccccc3c2=O)cc1	4
O=C1NCC2=Nc3ccccc3NC(c3ccccc3)C12 (stereo not given)	2
O=C(N/N=C/c1ccc(-c2cccc(Cl)c2)o1)c1cc2c(ccc3ccccc32)o1	-8
OCCOc1cccc(CN2CCCC(CO)(Cc3ccccc3)C2)c1 (stereo not given)	1
COC(=O)CC1Sc2ccc(Cl)cc2NC1=O (stereo not given)	8
Cc1ccc(-n2c(SCc3cccc(Cl)c3)nc3sc4c(c3c2=O)CCCC4)cc1C	6
CC1(C)CC(=O)c2cc(C(=O)N3CCOCC3)c(=O)[nH]c2C1	0
COC(=O)c1ccccc1NC(=O)CSc1nc2sc3c(c2c(=O)[nH]1)CCCC3	-6
COc1ccc(-c2csc3nc(C(C)C)oc(=O)c23)cc1OC	1
Cc1nnc(NCc2ccc(F)cc2)c2c1nnn2Cc1ccccc1Cl	-5
Cc1cc(=O)n2[nH]c(SCc3ccccc3Cl)nc2n1	14
CCc1nn(CC(=O)NC(C)c2ccccc2)c(=O)c2cc3sccc3n12 (stereo not given)	5
Cc1ccccc1C1CCCN(C(=O)CCC2(Cc3ccc(F)cc3)CCC(=O)N2)C1 (stereo not given)	2
CCOC(=O)c1cnc2c(ccc3ccccc32)c1Nc1ccccc1OCC	7
CC1(C)OC2OC3C(O)COC3C2O1 (stereo not given)	5
CCCNC(=O)c1ccc(-n2c(-c3ccccc3)cc3c2CCC(C)C3)cc1 (stereo not given)	0
CC1=NN(c2cccc(C)c2)C(=O)C1C=NC(=O)NCCc1ccccc1 (stereo not given)	-4
CC(C)Cc1ccc(-c2[nH]nc3c2C(c2cc(Br)c(O)c(Br)c2)C(C#N)C(=N)O3)cc1 (stereo not given)	-4
O=C1C2CSCN2C(=S)N1c1ccccc1Cl (stereo not given)	-3
Cc1nn(C)c(C)c1C(C)Nc1nncc(-c2cccc3ccccc23)n1 (stereo not given)	-9
C=CCN(CC=C)C(=O)CC1C(=O)NCCN1C/C=C/c1ccccc1OC (stereo not given)	2
Cc1ccc(S(=O)(=O)c2nc(-c3cccs3)oc2SC(C)c2ccccc2)cc1 (stereo not given)	5
O=C1NNc2ccccc2C(=O)NNc2ccccc21	-7
Nc1ccc2c(c1)C(=O)N(CC1CCCO1)C2=O (stereo not given)	11
COc1nc(NC(=O)Nc2ccccc2)nc(N(C)C(=O)Nc2ccccc2)n1	5
Cn1c(SC/C=C/c2ccccc2)cc(=O)n(C)c1=O	-1
Cc1ccc2oc(C(=O)Nc3nc(-c4ccc(F)cc4)ns3)c(C)c2c1	-7
CC(C)N1CCC(N2CCCC(C(=O)NCc3cn4ccsc4n3)C2)CC1 (stereo not given)	1
O=C(Nc1ccc(F)c(Cl)c1)N1CCN(Cc2ccccc2)CC1	-5
Cc1cccc(NC(=O)CSc2nnc3scc(-c4ccccc4)n23)c1	1
O=C(c1ccc2oc(Cc3ccc(Cl)cc3)nc2c1)N1CCCO1	14
C=CCOc1ccc(C(=O)C2C(=O)C(=O)N(CCCN(C)C)C2c2ccncc2)cc1 (stereo not given)	0
COC(=O)C1=Nc2nnnn2C(c2ccc(C(C)(C)C)cc2)C1C(=O)c1ccc(C)cc1 (stereo not given)	1
Cc1ccc(N2C(=O)CC(N3CCN(C/C=C/c4ccccc4)CC3)C2=O)cc1 (stereo not given)	-3
COc1ccc(C2=NN(CCC(=O)NCCc3ccccc3)C(=O)CC2)cc1	-7
Cc1ccc(N=C2N=C(SCC(=O)O)N(c3cccc(Cl)c3)C23CCCC3)cc1	6
O=C(NCCc1ccccc1Cl)c1ccc(Cn2c(=O)c3cccn3c3cccnc32)cc1	-3
CCC(C)NC(=O)c1ccccc1SCc1ccccc1 (stereo not given)	4
CCOc1ccc(C(=O)OCc2cc(=O)n3nc(C4CCCCC4)sc3n2)cc1	2
CCn1nc(C)c(NC(=O)CSc2nnc(-c3ccc(OC)cc3)n2-c2ccccc2)c1C	-1
CCOC(=O)c1c(C)[nH]c(C)c1S(=O)(=O)NCC(=O)N1CCN(c2cccc(C)c2)C(C)C1 (stereo not given)	-2
Cc1ccccc1OCC(=O)N1CCC(c2nc3ccccc3s2)CC1	1
Cc1c(Cl)cccc1NC(=O)C(F)(F)F	-4
COC(=O)c1ccc(NC(=S)NC(NC(=O)c2cc(OC)c(OC)c(OC)c2)C(Cl)(Cl)Cl)cc1 (stereo not given)	2
Cc1cc(S(=O)(=O)N2CCC(C(N)=O)CC2)c(Cl)cc1Cl	6
COc1ccc(OC)c(C(=O)c2c(C)oc3cc(Br)c(O)c(CN(C)C)c23)c1	2
CCOc1cc(C2c3c(n[nH]c3-c3ccc(Cl)c(Cl)c3)OC(=N)C2C#N)cc(Br)c1OC(=O)N1CCOCC1 (stereo not given)	10
CCS(=O)(=O)c1nc(S(=O)(=O)c2ccc(C)cc2)c(NCc2ccccc2Cl)s1	-2
O=C(CCC(=O)N1CCSc2ccccc21)Nc1ccc(Cl)cc1	-15
Cc1c(Cl)cccc1NC(=O)c1cc(-c2cccs2)on1	-2
CC(=O)O/N=C1\c2cccn2CC1CN(C(C)=O)c1ccc(C)cc1 (stereo not given)	16
CCOC(=O)C(NC(=O)c1c(F)cccc1F)(Nc1ccccc1C)C(F)(F)F (stereo not given)	2
COc1ccccc1N1CCN(S(=O)(=O)CCNC(=O)Cc2ccc(Cl)cc2)CC1	-2
O=C(N1CCCCC1)C1(c2ccccc2)CCOCC1	2
COc1cccc2c1OCCCN(C(=O)c1cc(NC(C)=O)cc3nc(C)n(Cc4ccccc4)c13)C2	-9
COC(=O)c1ccc(NC(=O)CC2C(=O)N(c3cccc(F)c3)C(=O)N2CC(C)C)cc1 (stereo not given)	-8
O=C(O)/C=C\c1nn(-c2ccccc2)nc1C(=O)O	-1
CC(C)(C)c1ccc(C(=O)CC2(O)C(=O)N(Cc3ccccc3Cl)c3ccccc32)cc1 (stereo not given)	3
